High-throughput results (PubChem BioAssay)
aGlu spleen mod: qHTS Assay for Inhibitors and Activators of Human alpha-Glucosidase From Spleen Homogenate | Potency, µM (doses to about 79.9 µM), for inactives: at the highest dose activity change, negative = inhibition, actives largely listed as inhibitors | 240,000 tested, 0.006% active | human spleen homogenate, 4-MU-alpha-glucoside fluorescence | AID 2112, 2009;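 further: 0% = enzyme with vehicle and -100% = no enzyme basal signal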
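Compounds were titrated against alpha-glucosidase in spleen homogenate at pH 5.0, with 1 mM 4-methylumbelliferyl substrate for 40 min at 37 C. Reactions were quenched with pH 10 NaOH/glycine and fluorescence measured.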
aGal spleen mod: qHTS Assay for Inhibitors and Activators of Human alpha-Galactosidase From Spleen Homogenate. 240,000 tested, 0.008% active. human spleen homogenate, 4MU-alpha-Gal fluorescence, 40 min. Potency, µM (titrated, usually from 80 µM), for the others: at the top dose activity change, negative = inhibition, hits mostly inhibitors;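 further: 0% = enzyme with vehicle and -100% = no enzyme basal signal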
Target sequence (P06280 32-429 limits assumed): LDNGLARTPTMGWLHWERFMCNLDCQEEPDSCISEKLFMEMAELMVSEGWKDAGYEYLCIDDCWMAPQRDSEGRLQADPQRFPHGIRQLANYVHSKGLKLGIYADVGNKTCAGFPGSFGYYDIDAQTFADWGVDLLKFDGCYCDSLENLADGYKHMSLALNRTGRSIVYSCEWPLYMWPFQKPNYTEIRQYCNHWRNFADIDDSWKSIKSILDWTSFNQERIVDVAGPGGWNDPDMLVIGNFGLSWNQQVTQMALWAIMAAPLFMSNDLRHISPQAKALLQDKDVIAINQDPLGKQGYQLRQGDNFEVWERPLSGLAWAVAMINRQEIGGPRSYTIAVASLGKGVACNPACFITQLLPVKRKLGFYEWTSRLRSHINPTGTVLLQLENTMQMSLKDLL
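qHTS titration in buffer at pH 5.0. Alpha-galactosidase activity in spleen homogenate was measured via 4-methylumbelliferone release from 1 mM fluorogenic substrate after 40 min at 37C and a pH 10 stop. AC50 came from Hill fits of control-normalized data.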
Tau FP inhib: qHTS for Inhibitors of Tau Fibril Formation, Fluorescence Polarization; K18 P301L tau heparin fibrillization, Alexa594 FP, 6 h; Potency, µM (doses to about 57.7 µM), for inactives: at the top dose activity, negative = inhibition, most hits filed as inhibitors; 280,000 tested, 0.39% active; further: on the % scale 0 is the no-effect control and ±100 the full control effect; nearly all actives have a fitted effect of over 55% in size
Target sequence (P10636 561-689 P618L limits assumed): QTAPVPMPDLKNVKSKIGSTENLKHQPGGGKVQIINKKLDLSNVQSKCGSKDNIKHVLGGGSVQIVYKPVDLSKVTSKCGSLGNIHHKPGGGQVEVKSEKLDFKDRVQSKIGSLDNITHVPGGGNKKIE
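Recombinant K18 P301L […], labeled with Alexa 594 at 0.24 uM over 15 uM unlabeled; heparin inducer 20 uM final; 37 C, 6 hr; FP endpoint.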
GAA glycogen mod: qHTS Assay for Inhibitors and Activators of Human alpha-Glucosidase Cleavage of Glycogen; recombinant GAA, glycogen substrate, Amplex Red glucose oxidase fluorescence; Potency, µM (highest dose often 76.4 µM), inactives show at the highest dose activity change, negative = inhibition, hits mostly inhibitors; 300,000 tested, 0.38% active;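 further: 0% = full enzyme reaction and -100% = no-enzyme basal signal; the screen sought inhibitors and activators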
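Recombinant human enzyme (4 nM); glycogen substrate; 37 C, 40 min, pH 5.0. Readout: coupled glucose oxidase/Amplex Red fluorescence.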
GAA inhib: qHTS Assay for Inhibitors of Human alpha-Glucosidase as a Potential Chaperone Treatment of Pompe Disease; Lysosomal alpha-glucosidase (Homo sapiens), P10253; purified human GAA, 4-MU-alpha-glucoside fluorescence; 200,000 tested, 0.005% active; Potency, µM (doses to about 76.9 µM), without a hit: top-dose activity change, negative = inhibition, hits mostly inhibitors;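 further: plate controls were uninhibited enzyme wells for no effect and no-enzyme background for full effect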
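AC50 values come from Hill fits of compound titrations (up to 77 uM) against 4 nM human enzyme. Substrate 4-methylumbelliferyl-alpha-D-pyranoside at 400 uM, pH 5.0 citrate buffer, 20 min room temperature; fluorescence Ex 365/Em 440 after alkaline stop.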
Tau fluor cs: Counterscreen qHTS for Inhibitors of Tau Fibril Formation, Fluorescence Polarization | tau K18 P301L Alexa594 fluorescence, heparin fibrillization | Potency, µM (titrated, usually from 57.7 µM), without a hit: top-dose activity change, negative = decrease | 280,000 tested, 0.93% active | AID 1463, 2008; further: on the % scale 0 is the no-effect control and ±100 the full control effect; nearly all actives have a fitted effect of over 55% in size
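Human tau K18 P301L (15 uM unlabeled, 0.24 uM Alexa 594-labeled) in 100 mM sodium acetate pH 7 with 20 uM heparin, 6 hr at 37 C. ThT 30 uM added, 1 hr ambient; Alexa 594 FP and total fluorescence read at 555/632 nm.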
Tau ThT inhib: qHTS for Inhibitors of Tau Fibril Formation, Thioflavin T Binding | AID 1460, 2008 | recombinant tau K18 P301L (four-repeat tau fragment), heparin-induced fibrillization, ThT fluorescence | Potency, µM (highest dose often 57.4 µM), for the others: top-dose activity, negative = inhibition, most hits filed as inhibitors | 270,000 tested, 2.1% active | Microtubule-associated protein tau (Homo sapiens), P10636; further: on the % scale 0 is the no-effect control and ±100 the full control effect; nearly all actives have a fitted effect of over 55% in size
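Aggregation was driven by heparin (20 uM final) acting on recombinant tau […] bearing P301L in 100 mM sodium acetate pH 7; fibrils were detected with Thioflavin T.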
HTT cytoprotect: qHTS Multiplex Assay to Identify Dual Action Probes in a Cell Model of Huntington: Cytoprotection (ATP) | PC12 HTT-Q103 induced, cytoprotection, ATP luminescence, 40 h | Potency, µM (top dose mostly 56.4 µM), for inactives: cytoprotection (ATP increase), most hits filed as activators | 230,000 tested, 0.14% active;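 further: % of control where 0% means no effect; nearly all actives have a fitted effect of over 45% in size; toxic huntingtin expression switched on by the ecdysone agonist tebufenozide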
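Rat PC12, Q103 Htt exon1-GFP fusion, ecdysone promoter; tebufenozide inducer 100 nM final; compound titration; qHTS, 1500 cells/well; ATPlite luminescent read.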
* hit, by the source's call; ? = inconclusive; nt = not tested or not shown; & = joins results of further samples; [ ] = dose if it differs, or a comment. The call rests on the fitted dose curve; in most records, active means well fitted curve in the direction sought with a large enough effect; inconclusive means small, poorly fitted or top-dose-only effect, or another doubt; inactive means no such curve, though single readings can be large; an effect the other way counts as inactive or inconclusive. Potency means the concentration at half of the fitted maximal effect.

smiles | aGal spleen mod | Tau fluor cs | aGlu spleen mod | GAA glycogen mod | HTT cytoprotect | Tau FP inhib | GAA inhib | Tau ThT inhib
CC(C)CC(NC(=O)C1CCCCC1)C(=O)N1CCN(c2ccccn2)CC1 (stereo unspecified) | -5.5% | -11.0% | -16.3% | 4.0% | 22.2% | -7.7% | 2.1% | -18.4%
COCCNc1nc(-c2cc(C)n(CCc3ccc(OC)cc3)c2C)cs1 | 5.7% | -20.3% | -2.8% | -9.6% | -33.9% | -12.9% | 3.0% | ?
COc1ccc(CNC(=O)c2ccc3c(c2)N(Cc2ccccc2F)C(=O)c2ccccc2S3=O)cc1 (stereo unspecified) | nt | -26.9% | nt | -9.8%[76.3 µM] | nt | 0.0% | nt | -0.3%
O=C(NCCc1ccccc1)c1ccc(-c2ccc(F)cc2)o1 | 9.7% | -18.1% | 1.3% | -9.4% | -62.1%[inhibitor] | 10.3% | 2.3% | -8.8%
CCn1c(Cc2cccs2)nnc1SCC(=O)NC(C)(C)C | -9.4% | 3.0% | -1.3% | 7.7% | -28.8% | -1.0% | -3.8% | -1.2%
O=C(Nc1ccc2c(c1)N(Cc1ccccc1)C(=O)c1ccccc1S2)NC1CC1 | -2.4% | ? | -2.2% | -3.8% | -53.7%[inhibitor] | 22.4µM* | -9.3% | 5.6%
O=C(C1=C[C@@H](C2CC2)C[C@@H](OCc2ccc(CO)cc2)O1)N1CCOCC1 | 6.1% | -6.4% | 2.2% | 18.2% | 5.4%[10 µM] | -7.3% | nt | -12.9%
COc1ccc(N2CCN(C(=O)CN3CCN(C(c4ccccc4)c4ccccc4)CC3)CC2)cc1 | -2.9% | -6.4% | -13.5% | 2.1% | -16.0%[10 µM] | 3.1% | ? | -20.8%
COc1ccc(OC(=O)c2cccc([N+](=O)[O-])c2)c(C(=O)/C=C/c2cccs2)c1 | 1.4% | ? | 4.8% | -1.2% | 1.9%[10 µM] | 4.7% | -2.9% | ?
CCC(=O)NC(=S)Nc1ccccc1F | 4.9% | -11.9% | 1.4% | -6.6% | 7.9% | 1.3% | -4.2% | -13.0%
O=C(Cn1ncc2c3ccccc3n(Cc3ccc(F)cc3)c2c1=O)N1CCN(c2ncccn2)CC1 | 2.2% | -21.4% | 3.7% | -18.9% | -3.5% | -2.2% | -1.4% | -19.6%
O=C(Nc1ccccc1)C1=C[C@H](C2CCCCC2)C[C@H](OCc2ccc(CO)cc2)O1 | -7.4% | -18.4% | -10.0% | -21.9% | 0.1%[10 µM] | 6.3% | nt | -15.2%
C/C(N)=C(/C#N)C(=O)CSc1cc(C)c2cc(C)cc(C)c2n1 | -3.3% | ? | -12.5% | 18.3% | -32.3%[inhibitor] | ? | 14.5% | -13.5%
Cc1ccc(S(=O)(=O)NCCN2CCOCC2)cc1 | -8.7% | -2.5% | -3.3% | -12.5% | -1.8% | 3.1% | -0.4% | -10.3%
CCOc1ccccc1NC(=O)c1sc(-n2nc(C)c(CCC(C)C)c2C)nc1C | nt | 5.5% | nt | -4.8%[76.3 µM] | nt | 5.5% | nt | -3.7%
CC(C)C(c1nnnn1C(C)(C)C)N1CCOCC1 (stereo unspecified) | 5.5% | -5.4% | 11.1% | 3.4% | 6.5%[10 µM] | -5.9% | 3.8% | -9.5%
Cc1ccc(C(=O)N/N=C/c2cccc(OC(=O)/C=C/c3ccco3)c2)cn1 | -2.4% | ? | -0.5% | 4.4% | 15.5%[10 µM] | -0.8% | -7.0% | ?
CN(C(=O)COC(=O)c1ccc2c(=O)n3c(nc2c1)CCC3)C1CCS(=O)(=O)C1 (stereo unspecified) | 2.2% | -1.4% | -3.5% | 11.4% | -95.0%[inhibitor] | -1.9% | 5.4% | -4.9%
CCc1ccccc1NC(=O)c1ccc2c(SCC(=O)O)c3c(nc2c1)CCC3 | nt | -1.1% | nt | 0.2%[76.3 µM] | nt | 5.0% | nt | -0.3%
COc1ccccc1N1CCN(C(=O)C(=O)N/N=C/c2cccc(O)c2)CC1 | 18.8% | -14.7% | 10.1% | 6.4% | ? | ? | -2.3% | ?
COC(=O)c1cc(NC(=O)C2(S(=O)(=O)c3ccc(C)cc3)CC2)cc(C(=O)OC)c1 | 4.5% | 1.4% | 0.0% | 10.7% | 21.5%[10 µM] | 6.5% | ? | 1.9%
Cc1cc(C(=O)N2CCN(C(c3ccccc3)c3ccccc3)CC2)no1 | 6.8% | -7.5% | 1.5% | 1.0% | -4.3%[10 µM] | 2.5% | -1.8% | -26.9%
Cc1ccc(CNC(=O)CN(c2ccc(C)cc2)S(=O)(=O)c2c(C)nn(C)c2C)cc1 | nt | -4.2% | nt | -3.4%&-4.0%[76.3 µM] | nt | 4.6% | nt | -1.4%
Cc1ccc(NCCC(=O)c2cccs2)cc1C | -1.1% | -15.8% | -0.6% | 4.4% | -0.6% | ? | 10.4% | -19.0%
CCCC1CC(C)(C(=O)Cn2[nH]c(=O)ccc2=O)OC1=O (stereo unspecified) | 3.3% | 1.4% | -3.0% | 0.5% | 7.7%[10 µM] | 0.4% | -2.8% | -3.6%
Cc1ccc(SCC(=O)N2c3ccccc3Sc3ccccc32)cc1 | 1.0% | -16.2% | 3.2% | -5.8% | -35.6% | -8.6% | -13.6% | 0.8%
COc1ccc(C(=O)C2CCCN(Cc3ccc4nonc4c3)C2)cc1F (stereo unspecified) | -0.9% | -22.5% | -1.3% | 1.5% | 6.7%[10 µM] | -6.0% | -0.4% | -4.3%
O=C(CCc1ccccc1)NCCC1=CCCCC1 | 3.3% | 6.9% | 1.3% | -1.0% | -9.6%[0.074 µM] | -0.5% | -6.1% | -5.1%
COc1cccc(C2C3=C(CCCC3=O)Nc3nc(-c4cc(OC)c(OC)c(OC)c4)nn32)c1 (stereo unspecified) | ? | -17.3% | 1.0% | -8.8% | -53.7%[inhibitor] | -6.9% | ? | 3.4%
Cc1ccc2occ(/C=C/C(=O)O)c(=O)c2c1 | -2.0% | 0.3% | -12.1% | 2.5% | 18.2% | 6.3% | -2.8% | -5.0%
COc1ccc(N/C=C(\C2OC(=O)c3ccccc32)[N+](=O)[O-])cc1 (stereo unspecified) | -4.4% | -9.9% | 4.3% | -4.3% | 6.8% | -6.3% | -3.7% | ?
COc1cccc(NC(C)C(=O)N2CC(C)OC(C)C2)c1 (stereo unspecified) | -3.9% | -6.1% | 2.5% | -14.3% | -3.2% | -12.2% | 10.8% | -0.6%
CC(=O)NS(=O)(=O)c1cccnc1Nc1cccc(Cl)c1C | -2.4% | 11.2% | 8.0% | 1.4% | nt | 6.1% | -1.6% | 2.4%
COC(=O)C1=C(C)N(Cc2ccccc2)[C@]23O[C@](C(=O)OC)(C(=O)N2C1c1ccccc1)C1C(=O)N(c2ccccc2)C(=O)C13 (stereo partly specified) | 1.3%&-2.9%[17.5 µM] | -15.4%&2.8%[11.6 µM] | -6.4%&-2.9%[17.4 µM] | nt | -13.6%&-1.6%[10 µM] | -2.4%&0.0%[11.6 µM] | nt | -10.7%&-4.5%[11.5 µM]
Cc1ccccc1-n1ccnc1SCC(=O)O | -11.3% | -4.9% | -6.5% | -10.5% | 6.0%[10 µM] | 1.5% | -1.5% | -8.3%
CC(/C=N/NC(=O)Cn1cnc2ccccc21)=C\c1ccccc1 | -4.6% | -13.7% | 1.8% | -4.7% | 1.1%[10 µM] | 4.6% | 1.1% | -14.9%
O=C(CN1N=C(C(F)(F)F)CC1(O)c1ccc([N+](=O)[O-])cc1)c1ccccc1 (stereo unspecified) | -5.4% | -21.0% | -9.8% | -15.6% | 23.5%[10 µM] | 12.5% | 5.1% | -7.5%
Cn1c(=O)c2c(nc(NCCc3ccccc3)n2Cc2ccc(F)cc2)n(C)c1=O | 1.0% | ? | 2.1% | -7.7% | 14.4%[10 µM] | ? | -2.9% | -17.6%
O=C(N/N=C1\CCCc2ccccc21)c1cccc([N+](=O)[O-])c1 | 8.0% | -24.4% | -1.6% | -13.3% | 16.7% | -10.2% | 3.5% | ?
Cc1ccc(C(=O)NNC(=O)c2ccc(SCC3CCCO3)c([N+](=O)[O-])c2)cc1 (stereo unspecified) | 5.0% | -18.4% | -12.9% | -1.4% | 0.0% | 3.9% | 0.1% | ?
CCn1c(CSc2nc3ccccc3[nH]2)nc2cc(C(=O)O)ccc21 | 9.9% | -1.3% | 8.5% | 4.5% | -12.5% | 0.9% | ? | -4.2%
CCN1CCN(CC(=O)Nc2cccc(C)c2C)C(=O)C1=O | 4.5% | -3.7% | 1.5% | -13.0% | -22.2% | 3.9% | 0.7% | -9.3%

Ordered by formula weight (ascending): some entries from above.
smiles | aGal spleen mod | Tau fluor cs | aGlu spleen mod | GAA glycogen mod | HTT cytoprotect | Tau FP inhib | GAA inhib | Tau ThT inhib
O=C(N/N=C1\CCCc2ccccc21)c1cccc([N+](=O)[O-])c1 | 8.0% | -24.4% | -1.6% | -13.3% | 16.7% | -10.2% | 3.5% | ?
CCn1c(CSc2nc3ccccc3[nH]2)nc2cc(C(=O)O)ccc21 | 9.9% | -1.3% | 8.5% | 4.5% | -12.5% | 0.9% | ? | -4.2%
Cc1ccc(C(=O)NNC(=O)c2ccc(SCC3CCCO3)c([N+](=O)[O-])c2)cc1 (stereo unspecified) | 5.0% | -18.4% | -12.9% | -1.4% | 0.0% | 3.9% | 0.1% | ?
